West Nile antiviral: West Nile virus antiviral activity, cell-based, CPE readout (AID 1621); hit rate 0.02% among 290,000; West Nile virus-infected cells, CPE inhibition; higher % means a stronger effect; CPE inhibition, % at 10 µM, or IC50 in µM where a hit was titrated; in the data active means a potency from the dose series; further: strong numbers were not always called active
Yfh1-off respiration: enhancers of respiration in Yfh1-depleted yeast, dose response, Friedreich's ataxia, plus single-dose screen (AID 1465); S. cerevisiae Yfh1-off respiration, WST-1 reduction, 72 h; higher fold induction means a stronger effect; fold induction at 50 µM; hits with a dose series show EC50 in µM; hit rate 0.074% among 220,000;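 active means fold induction of absorbance versus untreated yeast above a set limit, then at least 30% activation at any dose in follow-up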;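 further: activators that raise dye reduction in frataxin-depleted yeast; strong numbers were not always called active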
Siah-1 displacement: Siah-1 peptide-binding antagonists, primary screen, biochemical, fluorescence polarization, rhodamine-plectin, uHTS (AID 1817). Siah-1 / rhodamine-plectin peptide fluorescence polarization; higher % means a stronger effect. displacement, % at 20 µM; hits with a dose series show IC50 in µM. hit rate 0.02% among 290,000;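 active means displacement of at least 50% at 20 µM, with a fluorescence ratio check between 0.3 and a set limit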;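 further: plate controls were Siah plus tracer with DMSO for no effect and tracer alone without Siah for full effect; strong numbers were not always called active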
P. falciparum M1AAP: P. falciparum M1AAP inhibitors, biochemical, fluorogenic H-Leu-NHMec substrate, 1536-well (AID 1445) | Aminopeptidase N (Plasmodium falciparum (isolate 3D7)) | recombinant M1AAP, H-Leu-NHMec fluorogenic kinetic assay; higher % means a stronger effect | hit rate 0.42% among 220,000 | inhibition, % at 30 µM; hits with a dose series show IC50 in µM;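 active means primary inhibition above the hit cutoff, then over 50% inhibition at one or more dose response concentrations, cut at about 23% in these data, passing the limit was not always enough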;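 further: plate controls were DMSO full reaction for no effect and no enzyme background for full effect; strong numbers were not always called active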
CSM14.1 death rescue: rescue of cells from ER stress-induced death, primary screen, 384-well, CSM14.1, thapsigargin, ATP luminescence (AID 1222). one-dose cellular ATP content (survival), % at 20 µM; EC50 in µM for titrated hits. 190,000 tested, under 10 active. CSM14.1 thapsigargin-induced death rescue, ATP luminescence; higher % means a stronger effect;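 active means EC50 below 50 µM in the dose-response confirmation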;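 further: death triggered by thapsigargin at about 15 µM added after 2 h compound pretreatment; cell ATP read after overnight thapsigargin exposure of roughly 18 to 22 hours; normalized against plate controls of thapsigargin alone and 5% DMSO vehicle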
XIAP displacement: XIAP antagonists, biochemical, IAP family, fluorescence polarization (AID 1018) | E3 ubiquitin-protein ligase XIAP (Homo sapiens) | XIAP BIR domain, fluorescence polarization peptide displacement; higher % means a stronger effect | displacement, % at 20 µM; hits with a dose series show IC50 in µM | hit rate 0.007% among 200,000; in the data active means displacement above about 50%; further: a part of the inactive calls stands beside numbers as strong as those of hits
human PMI inhibitors: human PMI inhibitors, high substrate, primary screen, biochemical, fluorescence intensity, high mannose 6-phosphate (AID 1220) | recombinant PMI enzyme, coupled fluorescence intensity; higher % means a stronger effect | hit rate 0.66% among 190,000 | Mannose-6-phosphate isomerase (Homo sapiens) | inhibition, % at 20 µM; hits with a dose series show IC50 in µM; in the data active means inhibition above about 50%
PhoP inhibition: inhibitors of PhoP regulon expression, primary screen, Salmonella Typhimurium, GFP reporter (AID 1863) | S. Typhimurium PhoP-regulated promoter GFP reporter, 4 h; higher % means a stronger effect | inhibition, % at 50 µM; hits with a dose series show IC50 in µM | hit rate 0.16% among 300,000;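 active means inhibition over 29.93%, a cutoff 3 SD above the screen mean, later confirmed by dose response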;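 further: 0% = low Mg2+ inducing control and 100% = high Mg2+ repressing control; strong numbers were not always called active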
P. falciparum M17LAP: P. falciparum M17LAP inhibitors, primary screen, biochemical, fluorogenic H-Leu-NHMec substrate, 1536-well (AID 1619); inhibition, % at 30 µM; hits with a dose series show IC50 in µM; Leucine aminopeptidase (Plasmodium falciparum (isolate 3D7)); recombinant M17LAP, H-Leu-NHMec fluorogenic kinetic assay; higher % means a stronger effect; hit rate 0.38% among 220,000;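 active means compound inhibiting the enzyme by more than half at any dose during confirmatory dose-response retesting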;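 further: plate controls were full reaction with DMSO carrier for no effect and no enzyme background for full effect; strong numbers were not always called active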
* marks the source's active call; other numbers are inactive results; i = inactive; . = not tested or not shown.

SMILES | West Nile antiviral | Yfh1-off respiration | Siah-1 displacement | P. falciparum M1AAP | CSM14.1 death rescue | XIAP displacement | human PMI inhibitors | PhoP inhibition | P. falciparum M17LAP
Cc1ccc(S(=O)(=O)N2CCOCC2)cc1C(=O)N1CCOCC1 | 0.1% | i | 1% | 1% | 0.0% | -3.5% | -1% | -8% | 3%
CCN(CC)c1ccc(C(=O)OCC(=O)N(C(C)C)C(C)C)cc1 | -1.6% | i | -5% | 10% | . | -9.1% | -15% | 1% | 6%
CCOc1cc2[nH]c(=S)n(CCN3CCC(C)CC3)c(=O)c2cc1OCC | 0.9% | i | 3% | -2% | -1.7% | 0.6% | -6% | 9% | 4%
COc1cc(/C=N/NC(=O)CSc2n[nH]c(=O)[nH]c2=O)cc(OC)c1O | 0.6% | i | -5% | 7% | -1.0% | -5.5% | 19% | 5% | 13%
Cc1ccc(S(=O)(=O)NCCc2nnc3ccc(NCCCOC(C)C)nn23)cc1 | 0.2% | i | 3% | 1% | . | 0.5% | -7% | 4% | 4%
Cc1nc(-c2ccc(Cl)cc2)sc1C1(C)CC(c2cccnc2)=NO1 (stereo unspecified) | -0.7% | i | -4% | -2% | . | . | . | 6% | -2%
CCNC(=O)CN(c1ccc(C)cc1)S(=O)(=O)c1ccc(SC)cc1 | -1.0% | i | 7% | 2% | -3.7% | -3.1% | 17% | -8% | 5%
Cc1ccc(NS(=O)(=O)c2cc(C(N)=O)ccc2C)cc1 | -0.1% | i | 1% | 5% | -2.1% | -0.7% | -2% | -4% | 12%
CCCCN1C(=O)CC(C(=O)OCC)=C1C | -0.1% | i | 0% | -2% | . | . | . | 4% | 0%
CCCCNC(=O)Nc1ccccc1Br | 0.1% | i | -2% | 5% | -1.8% | -2.3% | -2% | -8% | 14%
CC1CCC(NC(=O)c2cc3c(=O)n(C)c4ccccc4c3n2C)CC1 (stereo unspecified) | -0.2% | i | 0% | 15% | 6.1% | -1.7% | 13% | -1% | 9%
Cc1cccn2c(=O)c(C=NCc3ccccc3)c(NCCO)nc12 | 0.2% | i | -1% | 6% | -2.2% | 0.3% | -6% | 12% | -48%
C1=C(CCNc2nnnn2-c2ccccc2)CCCC1 | -0.9% | i | 1% | -5% | 0.5% | -4.5% | 4% | -3% | 5%
COc1ccccc1NC(=O)C1(C)Cc2ccccc2C(=O)O1 (stereo unspecified) | -0.1% | i | 9% | -3% | -2.5% | -11% | 14% | -13% | 1%
CC1CCCC(NC(=O)COC(=O)Cc2ccsc2)C1C (stereo unspecified) | 0.9% | i | 1% | 7% | -1.7% | -2.7% | -2% | -5% | 6%
CCOC(=O)N1CCN(C(=O)c2ccc(CS(=O)(=O)c3ccc(OC)cc3)o2)CC1 | -0.1% | i | 1% | -6% | 0.7% | -8.2% | 7% | 26% | -3%
O=[N+]([O-])c1cccc(Cl)c1NCCNS(=O)(=O)c1ccc(Cl)cc1 | -1.1% | i | 2% | 10% | 0.5% | -5.1% | 2% | 14% | 4%
O=c1cc(N2CCCCC2)c(-c2ccccc2)nn1Cc1ccccc1Cl | -0.5% | i | 1% | 16% | 3.4% | 0.6% | 7% | 10% | -6%
CNC(=S)N1CCc2cc(OC)c(OC)cc2C1COc1ccc(F)cc1 (stereo unspecified) | 0.6% | i | 1% | 2% | -0.2% | -3.7% | 2% | -3% | -6%
CCNC(=O)COC(=O)c1cccc(Br)c1 | 0.8% | i | -2% | -4% | . | . | . | -1% | 10%
CCCCC(=O)Nc1sc2c(c1C(N)=O)CCC2 | 0.1% | i | -6% | 6% | -3.6% | -1.3% | 10% | 6% | 24%
O=C(NCCN1CCOCC1)c1cccc(Cl)c1 | . | i | 0% | 4% | -2.1% | -2.4% | 15% | -7% | 2%
Cc1cc(COc2ccccc2OCc2cc(C)no2)on1 | 0.0% | i | -1% | 5% | -0.1% | -7.9% | -2% | -1% | 3%
O=C(Nc1ccccc1N1CCN(c2ccc(F)cc2)CC1)C1CCCCC1 | 0.3% | i | 4% | 5% | -0.2% | -3.4% | 11% | -6% | 14%
O=C(Nc1ncc(Cc2cccc(C(F)(F)F)c2)s1)c1ccc(-c2cccc([N+](=O)[O-])c2)o1 | -0.7% | i | 1% | 2% | 3.1% | 2.6% | 8% | 20% | 9%
(more compounds)
SMILES | West Nile antiviral | Yfh1-off respiration | Siah-1 displacement | P. falciparum M1AAP | CSM14.1 death rescue | XIAP displacement | human PMI inhibitors | PhoP inhibition | P. falciparum M17LAP
CCOCCCNS(=O)(=O)c1cc(Br)cc2c1N(C(=O)C1CC1)CC2 | 0.3% | i | 0% | 14% | -0.3% | -6.7% | 0% | -4% | 17%
Cc1ccc2c(c1)N(CCC(=O)NCC1COc3ccccc3O1)C(=O)CO2 (stereo unspecified) | -0.3% | i | -3% | -1% | 0.8% | -17% | 12% | 4% | 6%
CN1C[C@@H]2C(c3ccc(C(F)(F)F)cc3)C3(c4cccnc4)CC2(C3)[C@H]1c1ccccc1 (stereo partly specified) | -0.5% | i | 6% | 5% | . | . | . | -2% | -3%
CCN1CCN(C(=O)/C=C/c2ccc([N+](=O)[O-])cc2)CC1 | 0.1% | i | -2% | 2% | -0.8% | -4.3% | 12% | 8% | 10%
COc1ccc(C2c3c(-c4ccccc4O)n[nH]c3C(=O)N2Cc2ccco2)cc1OC (stereo unspecified) | 0.1% | i | 2% | -6% | . | . | . | -5% | -2%
COc1ccc2nc(NC(=O)c3ccc(NS(=O)(=O)c4cccs4)cc3)sc2c1 | 2.4% | i | -2% | 5% | 10% | -3.3% | 18% | 9% | 14%
Cc1ccc(/C(O)=C2/C(=O)C(=O)N(CCN3CCOCC3)C2c2cccnc2)cc1 (stereo unspecified) | . | . | 8% | 3% | -0.8% | -6.2% | -28% | 2% | 11%
COc1cccc(-c2nnc(-c3ccccc3[N+](=O)[O-])o2)c1 | -0.1% | i | 14% | 6% | . | . | . | -6% | 1%
CSc1ccc(S(=O)(=O)Nc2cccc(F)c2)cc1 | -0.2% | i | 5% | 6% | -1.7% | -4.7% | 17% | -7% | 10%
COc1ccc2cc(C(c3nnnn3CCc3ccccc3)N3CCCC(C)C3)c(=O)[nH]c2c1 (stereo unspecified) | -0.6% | i | 5% | 12% | -0.4% | 4.6% | -2% | 3% | 11%
Cc1ccccc1-n1nc(C)c2cc(C(=O)NCc3cccnc3)sc21 | 2.1% | i | -1% | -2% | 3.3% | -5.8% | 8% | 1% | -2%
Cc1ccccc1C(=O)NC(NCC1CCCO1)C(Cl)(Cl)Cl (stereo unspecified) | -0.1% | i | 7% | 4% | -0.5% | -4.7% | 13% | 4% | 1%
COc1ccc(/C=N/NC(=O)C2COc3ccccc3O2)cc1OC (stereo unspecified) | -0.1% | i | 19% | 0% | 0.1% | -0.8% | 4% | -1% | 8%
Cc1ccc(C(=O)Nc2ccccc2C(=O)N2CC3(C)CC2CC(C)(C)C3)cc1 (stereo unspecified) | 1.2% | i | 0% | 4% | 0.7% | -4.9% | 6% | 5% | 0%
Cc1cc(C)n(-c2nc3ccccc3c(=O)n2OCC(=O)N(C)C)n1 | 0.2% | i | -2% | 9% | -1.8% | -2.7% | 1% | 13% | 1%
CCN(CC)S(=O)(=O)c1ccc(C(=O)NCc2ccc3c(c2)cc(C)n3C)cc1 | 1.6% | i | 2% | 0% | -0.7% | -3.0% | 23% | 6% | -10%
COc1ccc(N=C2CC(C)(C)CC(=O)/C2=C(/O)c2ccccc2)cc1 | -0.1% | i | 16% | 7% | 0.4% | -3.2% | 2% | 0% | 3%
COc1cc2c(cc1OC)-c1nnnn1C(C)(C)C2 | -0.5% | i | -7% | -1% | . | -1.3% | 20% | -1% | 15%
Cc1sc2nc(C)n(/N=C/c3ccc(O)cc3)c(=O)c2c1C | 1.3% | i | 0% | 4% | -3.7% | -11% | 6% | 16% | 14%
Cc1ccc(NC(=O)Cc2ccc3c(c2)CCCC3)cc1C | -0.3% | i | -3% | 4% | -2.2% | 0.0% | 24% | -3% | 3%
Cc1ccc(/C=C(/NC(=O)c2ccccc2)C(=O)NCCc2c[nH]c3ccccc23)o1 | 0.4% | i | -1% | 18% | 0.7% | -4.3% | 27% | 3% | 14%
CCOC(=O)Nc1ccc2c(c1)N(C(=O)CCN1CCN3CCCC3C1)c1ccccc1CC2 (stereo unspecified) | . | . | 3% | -2% | 5.5% | -6.7% | -19% | -1% | 0%
CC(O)[C@H](NC(=O)C1(c2ccccc2)CCN(C(=O)OC(C)(C)C)CC1)C(=O)O (stereo partly specified) | 0.0% | i | 0% | 7% | 3.0% | -2.9% | -5% | 2% | -17%
O=C(CS(=O)(=O)Cc1ccccc1)Nc1ccc2c(c1)OCO2 | -0.2% | i | -7% | 8% | -1.2% | -5.6% | 50% | -8% | 2%
CC(=O)Nc1nc(C(=O)O)cs1 | 0.9% | i | 8% | 0% | 0.2% | 1.2% | 7% | 3% | -2%
Next section.
SMILES | West Nile antiviral | Yfh1-off respiration | Siah-1 displacement | P. falciparum M1AAP | CSM14.1 death rescue | XIAP displacement | human PMI inhibitors | PhoP inhibition | P. falciparum M17LAP
Cn1c(=O)c2c(nc(CN3CCN(c4ccccc4)CC3)n2Cc2ccccc2Cl)n(C)c1=O | -0.8% | i | -6% | 0% | 0.0% | -6.0% | -7% | -6% | -5%
CCC(CO)N=C1CC(C)(C)CC(=O)/C1=C(/O)CCCN1C(=O)c2ccccc2C1=O (stereo unspecified) | 0.4% | i | -12% | -4% | -0.2% | -4.9% | 1% | -3% | 1%
CN1CCN(Cc2c(O)c(Cl)cc3c(-c4ccccc4)cc(=O)oc23)CC1 | 1.2% | i | -2% | 20% | 5.9% | -0.5% | 3% | -8% | 4%
Cc1ccc(SCc2ccc(C(=O)NCc3ccncc3)cc2)cc1 | -0.5% | i | -2% | 5% | 1.5% | -9.0% | -5% | 13% | -6%
CN1C(=O)c2oc3ccccc3c(=O)c2C1c1ccncc1 (stereo unspecified) | 0.0% | i | 0% | . | 2.2% | 1.5% | -131% | . | .
O=C(N/N=C/c1cccnc1)C1CCCCC1 | 0.4% | i | 3% | 6% | -1.9% | -4.3% | 10% | -5% | -6%
CC(=O)Nc1ccc2c(c1)C(=O)N(C1CCCCC1)C2=O | 1.1% | i | 3% | 5% | -1.0% | -0.8% | 7% | 3% | 5%
CCc1nn(-c2ccccc2)c(=S)c2ccccc12 | 0.1% | i | 3% | 2% | 0.1% | -4.6% | 14% | 5% | -2%

The order is random. About 1.6% of those tested had a hit in this group.
